GLP-1R inv ag: qHTS of GLP-1 Receptor Inverse Agonists (Inhibition Mode); Glucagon-like peptide 1 receptor (Homo sapiens), P43220; HEK293 GLP-1R CRE-luciferase, luminescence, 24 h; GLP-1R form is constitutively active; Potency, µM (series often up to 38.3 µM), inactives show at the highest dose activity change, negative = inhibition, usual class: inhibitors; hit rate 1.6% among 410,000; AID 624417, 2012; also: potency is read from the fitted curve at half-maximal effect; % is scaled to controls: 0 for no effect and ±100 for the full control effect; nearly all actives have a fitted effect of over 55% in size
Target sequence (P43220 whole entry, looked up): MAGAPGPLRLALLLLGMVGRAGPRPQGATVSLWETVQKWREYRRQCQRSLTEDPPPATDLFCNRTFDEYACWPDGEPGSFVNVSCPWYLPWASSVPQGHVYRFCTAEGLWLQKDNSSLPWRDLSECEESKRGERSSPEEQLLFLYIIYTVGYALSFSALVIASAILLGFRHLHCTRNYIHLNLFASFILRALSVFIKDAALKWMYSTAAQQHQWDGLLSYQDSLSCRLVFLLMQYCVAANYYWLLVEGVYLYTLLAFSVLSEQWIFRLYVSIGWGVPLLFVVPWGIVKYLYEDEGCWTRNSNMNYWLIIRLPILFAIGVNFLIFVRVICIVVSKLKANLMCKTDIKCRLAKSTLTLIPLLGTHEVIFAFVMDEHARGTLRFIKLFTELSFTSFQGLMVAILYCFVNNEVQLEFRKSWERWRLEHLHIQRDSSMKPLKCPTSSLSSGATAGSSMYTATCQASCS
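Inverse agonism was detected as reduced cAMP-driven luciferase luminescence after 24 h compound treatment. The cells were HEK293 clones expressing constitutively active human GLP-1R with the reporter. Reporter-only and GPR119 cell lines served as counterscreen controls.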
DRD3 antagonist: qHTS of D3 Dopamine Receptor Antagonist: qHTS; hit rate 2.5% among 360,000; D3R cells, DiscoveRx beta-arrestin luminescence, antagonist mode; hits give low values; D(3) dopamine receptor (Homo sapiens), P35462; max response, negative = inhibition, %; in the data active = max response below about -50%; inconclusive = no clear call, values can overlap the other calls; also: % is scaled to controls: 0 for no effect and ±100 for the full control effect; mostly tested at two doses, the higher about 12 µM
Target sequence (P35462 whole entry, looked up): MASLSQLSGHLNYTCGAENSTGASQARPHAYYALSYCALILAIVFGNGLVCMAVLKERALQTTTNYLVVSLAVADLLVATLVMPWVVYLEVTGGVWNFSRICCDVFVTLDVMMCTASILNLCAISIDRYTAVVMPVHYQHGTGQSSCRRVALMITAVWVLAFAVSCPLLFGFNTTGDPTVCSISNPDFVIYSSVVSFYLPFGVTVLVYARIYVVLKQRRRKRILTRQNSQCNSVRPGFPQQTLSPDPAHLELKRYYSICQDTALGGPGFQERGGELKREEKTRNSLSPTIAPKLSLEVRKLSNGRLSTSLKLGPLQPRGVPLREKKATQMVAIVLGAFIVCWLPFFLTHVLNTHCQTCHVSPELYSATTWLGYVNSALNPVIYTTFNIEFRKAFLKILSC
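Cells expressing the human receptor were seeded at 1500 cells/well, incubated overnight at 37 degrees C in 5% CO2, then exposed to library compounds with dopamine controls for 90 minutes at 37 degrees C before luminescent detection.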
D3 ag: qHTS of D3 Dopamine Receptor Agonist: qHTS; D3R DiscoveRx beta-arrestin cells, luminescence, 90 min; AID 652048, 2013; hit rate 0.58% among 410,000; max activation, %; in the data active = max activation above about 30%; also: 0% is about no effect; mostly tested at two doses, the higher about 12 µM
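Agonist-mode cell screen: cells plated at 1500/well and incubated overnight at 37 °C, then exposed to library compounds for 90 min at 37 °C. Detection reagent was added for 30–60 min at room temperature, and luminescence was read.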
GLP-1R agonist: qHTS of GLP-1 Receptor Agonists | Glucagon-like peptide 1 receptor (Homo sapiens), P43220 | AID 624172, 2012 | Potency, µM (doses to about 45.6 µM), without a hit: at the highest dose activation, most hits filed as activators | hit rate 0.007% among 380,000 | HEK293 GLP-1R CRE-luciferase, luminescence, 4-6 h; cells express a hypersensitive GLP-1R form; also: potency is read from the fitted curve at half-maximal effect; % of control where 0% means no effect
GLP1R cytotox: qHTS of GLP-1 Receptor Inverse Agonists: Cytotox Screen; Potency, µM (highest dose often 38.3 µM), for the others: at the highest dose activity change, negative = inhibition, most hits filed as inhibitors; HEK293 cAMP-luciferase reporter cells, luminescence, 24 h; hit rate 0.13% among 410,000;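 also: loss of luciferase light is scored as toxicity; potency is read from the fitted curve at half-maximal effect; % is scaled to controls: 0 for no effect and ±100 for the full control effect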
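Luminescence readout: signal drop marks cytotoxicity. Plated cells grew 12 h at 37 °C, 5% CO2, received 23 nL compound for 24 h, then got luciferase reagent, read after 12 min at RT.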
PTHR1 ag: qHTS for PTHR1 Agonists: Primary Screen; HEK293 GP2 PTHR1 cells, GloSensor cAMP luminescence, 1 h; hit rate 0.075% among 410,000; Potency, µM (top dose mostly 115 µM), for inactives: top-dose activation, hits mostly activators; AID 743266, 2014; also: potency is read from the fitted curve at half-maximal effect; nearly all actives have a fitted effect of over 55% in size; some results filed as inactive show a strong effect at the top dose; inactives centre near -15; many of its hits are not listed in these tables
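HEK-293-derived GP2 cells expressing PTHR1 and a GloSensor cAMP reporter, 3,000/well, plated overnight, given luciferin plus IBMX (each 0.5 mM as added) for 1 h at 37 °C, then compound for 1 h at 37 °C. Luminescence was read after 15 min at room temperature.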
KB-V1 MDR tox: qHTS assay for MDR1-selective chemotherapeutics: Primary screen using the drug-selected MDR subline cells KB-V1; KB-V1 MDR cells viability, CellTiter-Glo, 72 h; Potency, µM (highest dose often 46.1 µM), for the others: at the highest dose activity change, negative = cytotoxicity, hits mostly cytotoxic; hit rate 3.4% among 400,000; also: potency is read from the fitted curve at half-maximal effect; % is scaled to controls: 0 for no effect and ±100 for the full control effect; nearly all actives have a fitted effect of over 60% in size
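Compound-treated KB-V1 multidrug-resistant cells, 72 h, 37 degrees C; viability by CellTiter-Glo. Fitted qHTS curves give the values.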
aSyn yeast inh: qHTS of alpha-syn Inhibitors | Yeast expressing alpha-synuclein, growth rescue, BacTiter-Glo, 24 h | Potency, µM (series often up to 46.1 µM), without a hit: top-dose growth rescue (activation), actives largely listed as activators | hit rate 0.14% among 370,000; also: potency is read from the fitted curve at half-maximal effect; % of control where 0% means no effect; nearly all actives have a fitted effect of over 65% in size
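Galactose-induced alpha-syn yeast (OD600=0.02, raffinose-pregrown) + pinned cpd, 24 hr, 30 deg C; growth by BacTiter-Glo luminescence. Growth restoration scores as activation.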
TDP43 rescue: qHTS of TDP-43 Inhibitors; TDP-43 expressing yeast growth rescue, BacTiter-Glo, 24 h; Potency, µM (top dose mostly 46.1 µM), inactives show at the top dose growth rescue (activation), usual class: activators; hit rate 1.8% among 410,000; also: potency is read from the fitted curve at half-maximal effect; % of control where 0% means no effect; nearly all actives have a fitted effect of over 50% in size
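Readout is BacTiter-Glo luminescence of cell growth, so inhibitors register as activators. TDP-43-expressing yeast at OD600=0.02 in galactose medium, after raffinose pregrowth to mid-log, were incubated with compound for 24 hr at 30 deg C.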
* marks the source's active call; other numbers are inactive results; i = inactive; ? = inconclusive; . = not tested or not shown; & = joins results of further samples; [ ] = dose if it differs, or a comment. Unless noted, calls follow the shape of the dose curve; as a rule, active = well fitted curve in the direction sought with a large enough effect; inconclusive = small, poorly fitted or top-dose-only effect, or another doubt; inactive = no such curve, though single readings can be large; an effect the other way counts as inactive or inconclusive. Only part of the results is shown; rates above refer to the full screens.

(1) CN(c1ccccc1)S(=O)(=O)c1ccc(NC(=S)Nc2ccccc2)cc1
(2) CCOC1=C2[C@H](c3ccccc3Cl)N(S(=O)(=O)c3ccc(C)cc3)C[C@H]2C(C#N)(C#N)C(C#N)(C#N)C1
(3) COC(=O)c1ccc(OC(=O)C2CSC3(C)CCC(=O)N23)cc1 (stereo not given)
(4) CN(CC(=O)NCc1ccccn1)S(=O)(=O)c1ccc(F)cc1
(5) CCOCCCNC(=O)c1ccc2c(c1)ncn2C1CCCC1
(6) C=Cn1cc[n+](CC(=O)c2ccc(OC)c(OC)c2)c1
(7) Cc1ccc(CNC(=O)CN2NS(=O)(=O)c3ccccc3C2=O)cc1
(8) COc1cccc(CNC(=O)C(C)n2nc(C)n3c(cc4occc43)c2=O)c1 (stereo not given)

assay / compound	1	2	3	4	5	6	7	8
GLP-1R inv ag	-1%	25%	16%	-7%	5%	4%	-15%	3%
DRD3 antagonist	-8	23	14	4	6	-18	19	-6
D3 ag	11	4	2	12	-2	-4	6	5
GLP-1R agonist	8%	5%	16%	0%	0%	5%	-1%	10%
GLP1R cytotox	4%	0%	2%	6%	-1%	12%	-10%	-12%
PTHR1 ag	i	-84%[inhibitor]	-18%	-23%	-2%[57.5 µM]	i	i	i
KB-V1 MDR tox	11%	9%	2%	9%	7%	?	5%	-10%
aSyn yeast inh	2%	-1%	-6%	3%	1%	-4%	0%	0%
TDP43 rescue	-22%	?	-3%	-20%[9.22 µM]	-9%	9%	7%	0%

(9) COc1ccc(NC(C)C(=O)Nc2ccc(C#N)cc2)cc1Cl (stereo not given)
(10) Cc1ccc(NC(=O)c2cnn3c(C(F)F)cc(-c4ccccc4)nc23)c(C)c1
(11) COc1ccc(N2CC(NC(=O)c3cccc4ccccc34)CC2=O)cc1OC (stereo not given)
(12) Cc1ccc(-c2cc(C(=O)N3CCN(c4ccccc4O)CC3)c3ccccc3n2)o1
(13) Cc1cc(C(=O)COC(=O)c2cccc(O)c2)c(C)n1C1CC1
(14) O=C(CCCN1C(=O)/C(=C/c2ccccc2)SC1=S)NCCCn1ccnc1
(15) O=[N+]([O-])c1cccc(N/N=C/c2ccc(N3CCOCC3)cc2)c1
(16) Cc1cc(C)c(NC(=O)CSc2nc3c([nH]c4ccccc43)c(=O)n2C)c(C)c1

assay / compound	9	10	11	12	13	14	15	16
GLP-1R inv ag	?	12%	51%[activator]	?	?	?	?	5%
DRD3 antagonist	6	.	-7	56	-18	-1	1	.
D3 ag	-8	2	-1	22	-5	8	-6	1
GLP-1R agonist	4%	1%	5%	5%	-1%	-1%	23%	.
GLP1R cytotox	-2%	0%	1%	5%	14%	?	-27%	0%
PTHR1 ag	i	-25%	i	-18%	-52%[inhibitor]	i	-24%	i
KB-V1 MDR tox	21µM*	8%	10%	14%	0%	-12%	?	.
aSyn yeast inh	-11%	.	4%	-28%	0%	0%	1%	.
TDP43 rescue	?	?	8%	?	-12%	-4%	?	10%

(17) CCOC(=O)[C@]12CCC=C1N(Cc1ccco1)C(=O)[C@H](CC(=O)NCc1cccc(C(F)(F)F)c1)C2
(18) OCC[C@@H]1C[C@H](O)[C@@H](O)[C@]2(CCCc3ccccc3O2)O1
(19) CCN(CC)CCCNC(=O)CC1Oc2ccc(C)cc2NC1=O (stereo not given)
(20) CCNC(=O)c1c(NC(=O)c2cc(-c3cc(C)ccc3O)n[nH]2)sc2c1CCCC2
(21) Cc1ccc(SC2=C(Sc3ccc(C)cc3)C(=O)c3ccccc3C2=O)cc1
(22) CCOC(=O)c1ccc(NC(=O)CC2S/C(=N/N=C3/NC(=O)CS3)NC2=O)cc1 (stereo not given)
(23) COc1ccc2c(c1)c(C(=O)O)c(C)n2-c1ccc(Cl)cc1
(24) Nc1nc2nc(-c3ccc(F)cc3)cc(C(F)(F)F)n2n1

assay / compound	17	18	19	20	21	22	23	24
GLP-1R inv ag	?	2%	-22%	16%	47%[activator]	15%	-29%	13%[7.66 µM]
DRD3 antagonist	-19	34	-3	5	-114*	-5	-17	-11
D3 ag	-2	6	-6	1	-18	-1	5	-8
GLP-1R agonist	3%	-2%	-2%	6%	15%	0%	2%	1%
GLP1R cytotox	-10%	15%	12%	11%	46%[activator]	8%	5%	-1%[7.66 µM]
PTHR1 ag	-9%	i	8%	i	i	i	4%	i
KB-V1 MDR tox	-5%	28%	-15%	-10%	2%	3%	-17%	-10%
aSyn yeast inh	4%	-14%	-4%	-1%	6%	-7%	7%	-1%
TDP43 rescue	11%	11%	-12%	4%	-18%	9%	13%	8%

(25) O=C(Nc1ccc2c(c1)CCC2)c1ccc(Br)s1
(26) CCc1nnc(NC(=O)CSc2nnc(-c3cccnc3)n2CCc2ccccc2)s1
(27) CN1CCCC1CCNc1ccc2sc3ccccc3c(=O)c2c1 (stereo not given)
(28) CCN1CCN(Cc2ccc(NC(=O)c3ccc(C)c(NC(=O)C4=NN(c5ccccc5)C(=O)C4)c3)cc2C(F)(F)F)CC1
(29) CCOC(=O)c1cccc(NC(=O)CSc2nc(N)cc(N)n2)c1
(30) O=C(Cc1cccc(NC(=O)C2CCCN(C(=O)CCc3ccccc3)C2)c1)Nc1cccc(C(=O)N2CCCCC2)c1 (stereo not given)
(31) O=C(O)CNC(=O)CCN1C(=O)c2ccccc2C1=O
(32) Cc1ccc(SCC(=O)NNC(=O)C2CCCCC2)cc1

assay / compound	25	26	27	28	29	30	31	32
GLP-1R inv ag	6%[0.307 µM]	11%	14µM*	8%&10%	25%	-9%	-11%	6%
DRD3 antagonist	12	9	3	-1&3	18	0	-2	7
D3 ag	-12	2	-27	8&-11	-7	0	14	-3
GLP-1R agonist	-14%	7%	6%	-2%&-5%	9%	-3%	13%	11%
GLP1R cytotox	2%[0.307 µM]	14%	?	-3%&7%	-19%	-3%	7%	4%
PTHR1 ag	-56%[inhibitor]	i	-7%	17%	i	i	i	i
KB-V1 MDR tox	?	2%	?	1%&2%	4%	0%	20%	6%
aSyn yeast inh	-15%	-7%	-10%	?	-7%	-3%	-1%	1%
TDP43 rescue	-6%	15%	-27%	17%&-8%	2%	4%	-8%	-9%

(33) Cc1cnc(C(=O)N2CCN(S(=O)(=O)c3ccc4ccccc4c3)CC2)cn1
(34) CCN(CC(=O)NC1CCCC1)S(=O)(=O)c1ccc(F)cc1
(35) Cc1ccc(C)c(CSc2nnc3[nH]c(=O)cc(C)n23)c1
(36) CC(C)(C)CN1C(N)=NC[C@@H]1Cc1ccc(O)cc1
(37) O=S1(=O)N=C(N2CCN(Cc3ccccc3)CC2)c2ccccc21
(38) CCN(CC)c1ccc(/C=N/OCC(=O)N2CCCc3ccccc32)cc1
(39) CCn1c(=O)c(-[n+]2ccccc2)c(O)c2ccccc21
(40) O=C(C[n+]1ccccc1)N/N=C/c1cc(Br)ccc1O

assay / compound	33	34	35	36	37	38	39	40
GLP-1R inv ag	2%	-19%	0%	11%	1%	?	5%	8%
DRD3 antagonist	-23	-3	.	0	-18	4	-26	-89*
D3 ag	-4	2	-5	-10	-4	-12	1	-2
GLP-1R agonist	5%	1%	.	-1%	6%	7%	-6%	1%
GLP1R cytotox	2%	4%	-2%	1%	16%	-2%	-2%	-1%
PTHR1 ag	i	i	-18%	-40%[inhibitor]	i	i	-3%	-27%
KB-V1 MDR tox	-45%	1%	.	8%	-18%	-7%	?	0%
aSyn yeast inh	5%	-3%	.	-1%	1%	7%	-9%	0%
TDP43 rescue	1%	15%	22%	-25%	-10%	24%	-14%	-17%

(41) COC(=O)c1sccc1NC(=O)c1c(Cl)cccc1Cl
(42) O=C(NCCCNC(=O)c1ccc(Cl)cc1Cl)c1ccccn1
(43) CCc1ccccc1N(CC(=O)NCc1ccco1)C(=O)CCC(=O)Nc1ccccn1
(44) COc1ccc(NC(=O)CN(C)C(=O)c2cc(-c3ccncc3)nc3ccccc23)cc1

assay / compound	41	42	43	44
GLP-1R inv ag	?	-14%	-7%	0%
DRD3 antagonist	-13	-16	2	-1
D3 ag	1	-14	-5	-5
GLP-1R agonist	6%	6%	12%	-1%
GLP1R cytotox	3%	3%	0%	-1%
PTHR1 ag	-17%	i	i	i
KB-V1 MDR tox	?	0%	-27%	-13%
aSyn yeast inh	-8%	-8%	2%	-1%
TDP43 rescue	15%	-15%	-16%	1%

Some of the entries so far, with each value named.
43	CCc1ccccc1N(CC(=O)NCc1ccco1)C(=O)CCC(=O)Nc1ccccn1
  GLP-1R inv ag: -7%
  DRD3 antagonist: 2
  D3 ag: -5
  GLP-1R agonist: 12%
  GLP1R cytotox: 0%
  PTHR1 ag: i
  KB-V1 MDR tox: -27%
  aSyn yeast inh: 2%
  TDP43 rescue: -16%
44	COc1ccc(NC(=O)CN(C)C(=O)c2cc(-c3ccncc3)nc3ccccc23)cc1
  GLP-1R inv ag: 0%
  DRD3 antagonist: -1
  D3 ag: -5
  GLP-1R agonist: -1%
  GLP1R cytotox: -1%
  PTHR1 ag: i
  KB-V1 MDR tox: -13%
  aSyn yeast inh: -1%
  TDP43 rescue: 1%
